Screening data: PubChem BioAssay, several laboratories
SUMO1 PPI mod: modulators of SUMO1 protein-protein interactions, primary screen, biochemical, uHTS; hit rate 0.33% among 360,000; Small ubiquitin-related modifier 1 (Homo sapiens), P63165; inhibition, % at 20 µM; SUMO1 binding to a labelled peptide, TR-FRET, 1 h; AID 602429, 2012; in the data active means inhibition above about 37%
Target sequence (P63165 whole entry, looked up): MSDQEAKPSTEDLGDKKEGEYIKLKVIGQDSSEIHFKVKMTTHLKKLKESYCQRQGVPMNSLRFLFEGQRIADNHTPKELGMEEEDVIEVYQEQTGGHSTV
STEP block: STEP phosphatase inhibitors, primary screen, biochemical, fluorescence intensity, uHTS | recombinant STEP, OMFP fluorogenic substrate | hit rate 0.25% among 360,000 | inhibition, % at 20 µM | AID 588621, 2011 | Tyrosine-protein phosphatase non-receptor type 5 (Homo sapiens), P54829;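 active means inhibition at 20 µM, scaled per plate between control wells, above about 37%, limit read from the data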;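 further: 0% = DMSO with enzyme and substrate and 100% = substrate only without enzyme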
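Assay system: isolated STEP enzyme. Buffer or medium: pH 6.0 Bis-Tris with DTT and Tween 20. Also added: fluorogenic phosphatase substrate OMFP at 25 µM final. Dosing: 20 µM, 1% DMSO. Timing: 20 min reaction, room temperature, in the dark. Measured by: fluorescence intensity, excitation 480 nm, emission 540 nm. Evaluation: normalized % inhibition.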
DNMT1 inh: human DNMT1 methyltransferase inhibitors, primary screen, biochemical, molecular beacon, fluorescence, HinP1I cleavage, uHTS; DNA (cytosine-5)-methyltransferase 1 (Homo sapiens), P26358; inhibition (reported as % activation of signal), % at 10 µM; hit rate 0.83% among 360,000; in the data active means inhibition above about 50%
TbMetRS inhib: T. brucei MetRS inhibitors, primary screen, biochemical, luminescence; methionyl-tRNA synthetase (Trypanosoma brucei brucei); purified T. brucei MetRS, ATP depletion, Kinase-Glo luminescence; inhibition, % at 11.9 µM; hit rate 0.4% among 360,000; AID 624268, 2012;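 active means inhibition above a per-plate cutoff of the control wells' mean inhibition plus 3 SD, cut at about 5.5% in these data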;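 further: 0% = DMSO wells median and 100% = median of wells with control inhibitor compound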
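Dosing: 11.9 µM compound single dose, 0.9% DMSO; Assay system: purified T. brucei MetRS enzyme; Measured by: Kinase-Glo luciferase luminescence reporting remaining unconsumed ATP; Schedule: 15 min plus 2 h at 25 °C.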
NadD block: inhibitors of S. aureus NadD, primary screen, biochemical, colorimetric, uHTS. Nicotinate-nucleotide adenylyltransferase NadD (Staphylococcus aureus N315). purified NadD enzyme, colorimetric absorbance read-out. inhibition, % at 20 µM. hit rate 0.78% among 360,000. AID 602399, 2012; in the data active means inhibition above about 26%; further: some compounds past the cut are filed as inactive
CendR NRP1 mod: modulators of CendR peptide binding to NRP-1, primary screen, biochemical, fluorescence polarization, uHTS; inhibition, % at 25 µM; AID 602438, 2012; hit rate 0.85% among 360,000; FAM-RPARPAR peptide binding to NRP-1;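 active means inhibition or corrected inhibition above about 18%, plus a signal ratio from 0.5 to 1.5, limit read from the data, passing the limit was not always enough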; further: strong numbers were not always called active
Target sequence (O14786 whole entry, looked up): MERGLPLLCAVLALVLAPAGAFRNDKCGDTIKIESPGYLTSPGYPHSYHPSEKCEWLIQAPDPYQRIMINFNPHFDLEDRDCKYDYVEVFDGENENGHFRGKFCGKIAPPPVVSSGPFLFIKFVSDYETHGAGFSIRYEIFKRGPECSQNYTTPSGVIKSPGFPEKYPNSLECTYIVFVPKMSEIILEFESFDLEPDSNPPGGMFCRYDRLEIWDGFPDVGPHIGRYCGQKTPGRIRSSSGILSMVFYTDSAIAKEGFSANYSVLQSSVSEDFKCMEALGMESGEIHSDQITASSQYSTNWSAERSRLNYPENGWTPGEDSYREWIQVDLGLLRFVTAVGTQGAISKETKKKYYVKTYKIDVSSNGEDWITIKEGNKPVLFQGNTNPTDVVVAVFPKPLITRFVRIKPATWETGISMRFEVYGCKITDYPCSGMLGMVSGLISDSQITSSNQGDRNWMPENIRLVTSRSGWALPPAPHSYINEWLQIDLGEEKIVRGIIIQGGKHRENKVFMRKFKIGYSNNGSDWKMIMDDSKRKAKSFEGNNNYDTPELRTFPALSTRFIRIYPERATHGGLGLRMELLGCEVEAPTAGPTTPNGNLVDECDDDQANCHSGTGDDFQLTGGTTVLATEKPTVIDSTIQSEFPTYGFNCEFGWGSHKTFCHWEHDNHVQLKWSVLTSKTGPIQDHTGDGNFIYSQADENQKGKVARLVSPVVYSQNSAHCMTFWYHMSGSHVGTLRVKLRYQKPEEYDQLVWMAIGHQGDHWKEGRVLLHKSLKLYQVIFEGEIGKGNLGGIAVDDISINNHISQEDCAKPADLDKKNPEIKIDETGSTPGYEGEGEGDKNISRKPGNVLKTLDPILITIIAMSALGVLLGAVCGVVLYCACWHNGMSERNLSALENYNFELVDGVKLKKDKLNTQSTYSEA
Scp-1 inhibitor: Scp-1 phosphatase inhibitors, primary screen, biochemical, colorimetric, uHTS | Carboxy-terminal domain RNA polymerase II polypeptide A small phosphatase 1 (Homo … | Recombinant Scp1, phosphopeptide, malachite green phosphate absorbance | inhibition, % at 20 µM | hit rate 0.88% among 340,000 | AID 493091, 2011;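 active means inhibition above about 50% at 20 µM, limit read from the data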;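 further: plate controls were DMSO wells with enzyme for no effect and wells lacking enzyme for full effect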
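System: truncated SCP-1 phosphatase (76-261aa); medium: Tris acetate buffer pH 5.5 with MgCl2 and Tween-20; incubation: 45 min room-temperature reaction, 5 min colour, 30 min stabiliser; compound: single 20 µM dose, 1% DMSO; reagent: Phosphorylated 17-residue peptide substrate; read-out: % inhibition at 20 µM; technique: colorimetric free-phosphate detection, absorbance 630 nm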
SKN-1 block: suppressors of acrylamide-induced Pgst-4::GFP reporter in worms, primary screen, SKN-1 inhibitor project, whole organism, uHTS, GFP/RFP fluorescence ratio, strain VP596; C. elegans VP596 Pgst-4::GFP/RFP ratio, 24 h; inhibition, % at 21.8 µM; hit rate 0.49% among 360,000;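 active means interference check ratio from 0.5 to 1.5 plus GFP to RFP signal ratio inhibition reaching or exceeding a fixed threshold, cut at about 30% in these data, passing the limit was not always enough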; further: some compounds called inactive have numbers as strong as hits
LMPTP block: LMPTP phosphatase inhibitors, primary screen, biochemical, fluorescence intensity, uHTS; recombinant LMPTP-A, OMFP fluorogenic substrate; inhibition, % at 20 µM; hit rate 0.22% among 360,000;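 active means compounds that cut the enzyme signal by at least half of the control window in the single-dose screen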;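 further: plate controls were DMSO wells with enzyme plus substrate for no effect and substrate without enzyme for full effect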
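material = LMPTP-A | quantity = 0.625 nM enzyme | reagent = OMFP substrate, 400 µM final | buffer or medium = Bis-Tris pH 6.0, DTT, detergent | detection = endpoint fluorescence intensity from OMFP dephosphorylation | dosing = single 20 µM dose | read-out basis = % inhibition relative to no-enzyme and uninhibited control wells | control set = no-enzyme and uninhibited controls | timing = 50 min at room temperature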
Neddylation inh: inhibitors of cullin neddylation, primary screen, biochemical, TR-FRET, uHTS, NAE and Ubc12; NEDD8-conjugating enzyme Ubc12 (Homo sapiens) + NEDD8-activating enzyme E1 regulatory …; calls only at 25 µM; hit rate 0.58% among 360,000; in the data active means inhibition above about 36%
The depositor's hits bear a star; i = inactive; x = not tested or not shown.

Structure	SUMO1 PPI mod	STEP block	DNMT1 inh	TbMetRS inhib	NadD block	CendR NRP1 mod	Scp-1 inhibitor	SKN-1 block	LMPTP block	Neddylation inh
O=C(CN1C(=O)NC2(CCCc3ccccc32)C1=O)NCc1ccc(Cl)cc1Cl (centres undefined)	1.5	-2.7	-2.1	0.8	-4.1	2.6	-14.9	31.0	0.2	i
CCOc1ccc(C(=O)CCC(=O)Nc2ccccc2C)cc1	-2.4	-1.2	8.5	0.0	-0.9	4.9	-6.2	14.0	-0.9	i
CCCCn1c(N)c(N(CCC(C)C)C(=O)C2CC(=O)N(CCc3ccc(OC)c(OC)c3)C2)c(=O)[nH]c1=O (centres undefined)	3.4	-0.1	1.1	-0.5	-1.8	-4.8	-0.7	9.1	-0.6	i
CC(C(=O)N(C)Cc1ccccc1)N1CCN(C/C=C/c2ccccc2)CC1 (centres undefined)	-8.5	2.1	1.2	-0.3	-5.5	12.4	-12.9	1.9	-0.4	i
Cc1ccc(Nc2c(F)c(F)c(F)c(F)c2C(=O)O)cc1	3.0	3.0	1.7	0.2	1.4	-4.4	-8.0	6.6	-0.1	i
CC1CC(NS(=O)(=O)c2cc3c4c(c2)CCN4C(=O)CC3)CC(C)(C)C1 (centres undefined)	3.3	-2.8	1.1	0.3	1.5	1.2	-2.0	7.8	-2.3	i
COC(=O)C1C2CC(=O)C(C2)C1C(=O)OC (centres undefined)	-0.8	0.3	7.0	-0.3	-1.7	2.8	-0.3	7.3	-0.6	i
C[C@@]12C(=O)Nc3cc(F)c(F)cc3C(=O)N1[C@H]1c3cc(Cl)ccc3OC[C@@H]1[C@@H]2c1ccccc1	-9.0	2.3	-3.8	-0.3	20.9	7.7	-8.6	-16.5	2.1	i
CC(C)OC(=O)N(C)C[C@H]1OCc2cnnn2CCCC(=O)N([C@@H](C)CO)C[C@H]1C	6.5	1.8	10.2	-1.1	0.7	-3.0	x	-1.1	-2.0	i
CN(C)CCCN(C(=O)C1=COCCO1)c1nc2ccc(Br)cc2s1	-3.5	2.4	-0.1	-0.1	-3.7	-1.3	-8.3	1.3	-0.3	i
COC(=O)c1sc(N)c(C(=O)OC)c1CSc1nnc(-c2ccccc2Cl)n1C	0.0	4.2	-2.8	-0.7	-2.7	-8.4	-2.8	0.3	-0.1	i
O=C(Sc1cccc2cccnc12)c1ccccc1Br	-17.7	-0.3	-6.2	-0.2	-8.1	7.8	x	13.6	1.0	i
O=C(COc1ccccc1/C=C1\SC(=S)NC1=O)Nc1ccc(F)cc1	22.5	1.8	4.2	-0.2	6.2	-22.5	-2.2	3.1	-0.8	i
CCCCSCCCNC(=O)c1ccc2c(c1)N(CC)C(=O)c1ccccc1S2=O (centres undefined)	1.8	1.8	-4.7	0.2	-4.5	7.9	-0.3	11.9	1.3	i
CCOc1ccc2c(C)nc(NC3=NC(C)(C)C=C(C)N3)nc2c1	-4.4	4.5	-6.9	0.5	3.1	-9.4	-0.4	31.3	8.9	i
Cc1ccc(/C=C2\SC(=S)N(c3cccnc3)C2=O)cc1	2.3	-3.7	-0.7	-0.2	-1.8	-0.8	-7.7	2.6	0.9	i
CCN(CC)CCCNC(=O)c1cc(Cl)c(NC(=O)C2=C(C)OCCS2)cc1OC	-4.8	-2.1	-1.4	-0.4	-5.4	-4.8	-4.5	20.8	-1.7	i
COC(=O)c1ccc(NC(=O)CN(c2ccc3c(c2)OCO3)S(C)(=O)=O)cc1	3.0	-2.6	-1.1	0.2	-2.8	1.5	-12.2	4.3	-1.4	i
COc1cc(/C=C/C(=O)O)cc(S(=O)(=O)Nc2ccc3c(c2)OCO3)c1OC	0.0	1.8	-5.7	2.4	-3.5	8.1	-4.0	3.9	-0.4	i
Cc1ccc(C)c(NS(=O)(=O)c2cc(C(=O)NCCSC3CCCCC3)ccc2C)c1	3.6	6.9	-6.3	0.5	-5.3	-4.0	-11.3	7.9	3.0	i

Retrieved one by one from the list above (2):
Structure	SUMO1 PPI mod	STEP block	DNMT1 inh	TbMetRS inhib	NadD block	CendR NRP1 mod	Scp-1 inhibitor	SKN-1 block	LMPTP block	Neddylation inh
Cc1ccc(Nc2c(F)c(F)c(F)c(F)c2C(=O)O)cc1	3.0	3.0	1.7	0.2	1.4	-4.4	-8.0	6.6	-0.1	i
O=C(Sc1cccc2cccnc12)c1ccccc1Br	-17.7	-0.3	-6.2	-0.2	-8.1	7.8	x	13.6	1.0	i

Going on with the list:
Structure	SUMO1 PPI mod	STEP block	DNMT1 inh	TbMetRS inhib	NadD block	CendR NRP1 mod	Scp-1 inhibitor	SKN-1 block	LMPTP block	Neddylation inh
Cc1nn(-c2ccccc2)c(C)c1NC(=O)COc1ccc([N+](=O)[O-])cc1	-14.6	-0.2	1.3	-0.3	-3.5	3.8	1.2	7.2	-0.9	i
C=CCN(c1ccccc1)S(=O)(=O)c1cccc(C(=O)NC2CCC(O)CC2)c1 (centres undefined)	0.0	-0.6	0.2	-0.8	-3.3	14.9	3.1	2.3	-0.3	i
CC(=O)OCC(=O)C1CCC2C3CCC4=CC(=O)C=CC4(C)C3CCC12C (centres undefined)	-1.2	-2.5	-2.0	-0.1	3.6	-7.5	-7.6	1.8	-0.5	i
CC1(C)CC(=O)C(CC(=O)Nc2cc(C(F)(F)F)ccc2Cl)C(=O)C1	2.7	0.8	1.4	-0.4	-2.7	6.4	-0.3	1.5	-1.5	i
N=C1C(=O)OCC1c1ccccc1NC(=O)c1ccc(F)cc1 (centres undefined)	0.4	-2.0	-1.7	0.2	0.7	0.2	1.4	-0.8	-1.9	i
CN1CCN(CC(=O)Nc2ccc(Cl)cc2Cl)CC1	2.1	-0.1	2.8	1.3	2.2	0.8	-0.1	6.4	-0.9	i
CC1CCCCN1Cc1c(O)ccc2c(=O)c(-c3ccc(Br)cc3)coc12 (centres undefined)	3.9	4.8	-3.2	-0.9	-2.0	-10.6	-3.7	14.3	0.8	x
O=C(Nc1cccc([N+](=O)[O-])c1)C1CC(=O)N(C2CCCCC2)C1 (centres undefined)	-17.4	-4.5	1.4	1.2	-0.3	-7.6	-7.3	-0.5	0.2	i
CC(OC(=O)C1CCN(c2ccc(C(F)(F)F)cn2)CC1)C(=O)Nc1ccc(S(N)(=O)=O)cc1 (centres undefined)	2.2	-1.3	4.1	-0.2	-6.7	13.0	-7.8	-21.3	1.3	i
O=C(O)CCCNC(=O)CCCNC(=O)C(c1ccccc1)c1ccccc1	-2.0	1.0	-2.9	-0.7	-0.1	-0.7	3.3	2.8	0.0	i
O=C(/C=C/c1ccccc1Cl)c1ccccc(=O)c1O	0.4	4.9	27.4	-0.4	2.9	-28.8	-5.2	8.9	0.6	i
CSc1ccccc1C(=O)NC1CCCN(Cc2ccccc2F)C1 (centres undefined)	2.2	0.8	11.4	0.0	2.4	-0.4	-2.4	0.6	-1.7	i
O=S(=O)(c1ccc(-n2cnnn2)cc1)N1CCNCC1	0.8	0.1	-4.6	-0.1	-6.7	7.6	0.3	13.6	-3.9	i
Cc1cc(C)c(OCCN(C)C)c(Cl)c1	3.6	-2.7	0.3	-0.6	-4.4	2.7	-6.1	-5.6	-1.8	i
O=C(Nc1ccc(N2CCCC2)c(Cl)c1)c1cccs1	3.2	2.0	-7.2	-0.6	7.9	-0.3	-1.2	17.3	2.9	i
O=C(Nc1ccc(Cl)cc1F)c1ccccc1Br	1.5	-0.4	2.7	0.5	-4.2	-0.3	-2.4	29.8	-2.4	i
O=C(CSc1cccc[n+]1[O-])c1cc(Cl)ccc1Cl	-1.5	0.4	-1.2	0.2	2.2	13.5	-8.3	-14.1	-1.2	i
COc1ccccc1C(=O)N1CCc2ccccc21	0.0	-1.8	-0.8	0.5	-1.7	-1.6	-5.3	13.5	-0.3	i
O=[N+]([O-])c1c(C(Cl)Cl)nn(-c2ccc(Cl)cc2)c1N1CCCCC1	0.9	3.7	-0.5	-0.9	2.7	-2.9	0.1	-4.3	0.9	i
O=C(Nc1cccc(Br)c1)c1ccc(Cl)c(S(=O)(=O)N2CCOCC2)c1	7.8	-1.8	10.1	-1.0	-1.4	9.9	-8.9	2.4	-0.1	i
Cc1ccc2cn[nH]c2c1NC(=S)NC(=O)c1ccccc1	-2.0	15.1	-4.8	-0.3	8.7	-3.7	-7.0	21.0	-0.2	i
COc1ccccc1/C=C/C(=O)NCCc1ccccn1	-8.2	-3.8	0.1	0.2	1.9	-6.6	-3.0	6.1	-0.4	i
COc1ccccc1N(CC(=O)Nc1ccccc1C(=O)N1CCOCC1)S(C)(=O)=O	3.7	1.3	1.5	-0.6	-6.4	3.4	1.8	3.2	-0.3	i
NS(=O)(=O)OCCCCCc1ccccc1	1.0	-1.3	6.3	-0.3	-3.6	-1.9	-11.3	-7.9	-0.3	i
COc1cccc(CNC(=O)c2nnn(CC(=O)Nc3c(C)cccc3C)c2N)c1	0.0	-0.3	-0.1	-0.9	-4.4	1.4	-4.7	15.1	-0.7	i
Cc1ccc(-c2cc(C(=O)Nc3c(C)n(C)n(-c4ccccc4)c3=O)c3ccccc3n2)cc1	-11.2	1.4	-2.9	-0.2	11.6	3.6	-6.8	5.5	0.3	i
O=C(O)c1cccc(Nc2ncnc3sccc23)c1	12.3	-1.8	-0.1	-0.5	-4.4	1.0	9.2	2.5	2.3	i
CC(C)(C)c1ccc2c(c1)OC(C(=O)N/N=C\c1ccccn1)CO2 (centres undefined)	-4.7	0.8	6.5	-1.0	-2.7	-0.3	2.4	-15.8	0.1	i
CC(C)(C)n1nnnc1C(c1cc2ccccc2o1)N1CCN(C(=O)OCc2ccccc2)CC1 (centres undefined)	1.4	x	x	-1.0	5.2	10.6	x	19.2	2.8	i

Outcome played no part in choosing rows; 4.6% or so of the library scored in one or more.
